Growth percent in the NCI-60 one-dose screen (48 h, 10 µM unless noted): 100 = growth as untreated, 0 = no growth, -100 = all killed.
SNB-75 = SNB-75 CNS cancer. 5% of 79,000 active. AID 1794750
PC-3 = PC-3 prostate cancer cells. 3.9% of 80,000 active. AID 1794754
SNB-19 = SNB-19 CNS cancer cells. 2.5% of 81,000 active
DU-145 = DU-145 prostate cancer | 4.2% of 81,000 active | AID 1794760
SF-539 = SF-539 CNS cancer; 6.8% of 81,000 active; AID 1794752
U251 = U251 CNS tumor cells | 5.4% of 80,000 active | AID 1794753
SF-295 = SF-295 CNS cancer cells; AID 1794758; 5.6% of 79,000 active
SF-268 = SF-268 CNS cancer cells. 3.1% of 82,000 active
HCC-2998 = HCC-2998 colon cancer; 4.7% of 79,000 active; AID 1794799
An asterisk follows results filed as active; . = not tested or not shown; & = joins results of further samples; [ ] = dose if it differs, or a comment. How the source made its calls: active means growth percent below 10; inactive means the rest.

Below each SMILES: HCC-2998	U251	DU-145	SNB-19	SF-539	SF-295	PC-3	SF-268	SNB-75
1	O=S(=O)(CS(=O)(=O)c1ccc(Br)cc1)c1ccc(Br)cc1
→ 104	94	105	102	103	.	85	104	87
2	COc1ccc2[nH]c(=O)c(CSc3ccc(Nc4nccc(-c5ccc6ccccc6c5)n4)cc3)cc2c1
→ 114	108	114	98	97	103	100	107	102
3	Nc1n[nH]c(-c2ccc(Br)cc2)c1-c1nc2ccccc2s1
→ 102	103	97	95	93	107	96	95	89
4	CN(C)N=C1CCCCC1
→ 110	103	120	109	99	.	106	105	105
5	CCCCCc1cc(Br)c(OC)c(OC)c1
→ .	104	112	104	101	101	98	97	84
6	CCN(CC)CCCNC(c1ccccc1)C(O)c1ccccc1 (configuration not stated)
→ 98	106	102	112	105	103	99	101	90
7	Cc1cc(C)c(C(=O)c2ccc([N+](=O)[O-])cc2)c(C)c1
→ 107	95	109	96	113	121	93	108	81
8	N#CC1=C(N)Oc2cc3ccccc3cc2C1c1ccccc1 (configuration not stated)
→ 102	99	112	99	96	104	104	101	93
9	CCCCCCCCCCCCNC(=O)[C@H]1CSC(c2cccs2)N1 (some centres not stated)
→ 104	94	103	93	88	100	83	49	.
10	COc1ccc(NC(=O)Cn2nncc2COc2ccc3ccccc3c2C=O)cc1
→ 108	95	111	92	94	110	104	96	82
11	Brc1ccc(-c2cn3c(ccc4ccccc43)n2)cc1
→ 105	91	100	99	100	100	83	99	94
12	O=C(CSc1nnc(-c2c[nH]c3ccccc23)n1-c1ccccc1)c1ccc(Br)cc1
→ 32	62	58	70	62	34	46	49	39
13	Cc1cc(Cc2cc(C)c(C)c(C)c2C)c(C)c(C)c1C
→ 103	116	116	98	110	113	92	108	109
14	COC(=O)c1nc(N)nc(C(=O)OC)c1C(=O)C(C)C
→ 114	107	116	104	101	102	94	96	81
15	CCOC(=O)c1c2c(n(-c3ccccc3)c1-c1ccccc1)/C=C\CCCC2
→ 102	99	99	100	99	107	86	92	83
16	COc1cc2cc(Oc3ccc(NC(=O)c4ccc(N5CCOCC5)c(C(F)(F)F)c4)cc3)c(C)nc2cc1OC
→ 86	50	86	91	74	48	44	83	73
17	COc1ccc(N=Cc2c(O)ccc3c2oc2cc(Cl)c(O)c(Cl)c23)cc1
→ 89	88	125	104	97	115	103	105	.
18	CN1CCCC1=Nc1ccccc1
→ 110	95	116	107	113	97	97	124	80
19	COc1ccc(-c2nnc(SCC(=O)N3CCN(c4cc5c(cc4F)c(=O)c(C(=O)O)cn5C4CC4)CC3)o2)cc1OC
→ 108	98	99	97	96	89	59	104	98
20	O=CN1N=C(c2ccc3c(c2)OCO3)CC1c1ccccc1 (configuration not stated)
→ 103	105	108	99	102	108	99	119	83
21	O=C(Nc1ccccc1Cl)c1ccccc1CC(O)(c1ccccc1)c1ccccc1
→ .	97	112	99	92	83	68	93	55
22	COc1cc2cc(Sc3ccc(NC(=O)Nc4ccc(Cl)c(C(F)(F)F)c4)cc3)c(C)nc2cc1OC
→ 119	104	104	98	108	78	79	101	100
23	CCNC1(C(=O)O)CCCCC1
→ 97	92	112	98	104	111	98	99	99
24	O=C(/C=C/c1ccc(F)cc1)Nc1ccc(C=C2c3ccccc3C(=O)c3ccccc32)cc1
→ 87	51	92	74	87	53	.	91	71
25	NC(=O)C(CSSCC(NC(=O)OCc1ccccc1)C(N)=O)NC(=O)OCc1ccccc1 (configuration not stated)
→ 115	99	118	105	117	108	96	101	96
26	N#CC1=C(/N=C(\N)NNc2ccccc2)Oc2c(ccc3ccccc23)C1c1ccccc1 (configuration not stated)
→ 95	107	108	97	95	90	78	90	.
27	O=C(CNC(=O)c1ccccc1)c1ccccc1
→ 108	106	113	113	110	106	124	109	116
28	Clc1cccc(/C=N/Nc2nc(N/N=C/c3cccc(Cl)c3)nc(N3CCOCC3)n2)c1
→ 59	60	43	88	44	58	41	66	103
29	NC(=O)c1ccc[n+](Cc2c[nH]c(=O)[nH]c2=O)c1
→ 106	107	106	112	107	110	92	108	97
30	Cc1ccc(C[n+]2cc([O-])on2)cc1C
→ 104	104	108	95	98	94	99	110	102

Of the compounds above, three contain two or more sulfur atoms.
Below each SMILES: HCC-2998	U251	DU-145	SNB-19	SF-539	SF-295	PC-3	SF-268	SNB-75
1	O=S(=O)(CS(=O)(=O)c1ccc(Br)cc1)c1ccc(Br)cc1
→ 104	94	105	102	103	.	85	104	87
9	CCCCCCCCCCCCNC(=O)[C@H]1CSC(c2cccs2)N1 (some centres not stated)
→ 104	94	103	93	88	100	83	49	.
25	NC(=O)C(CSSCC(NC(=O)OCc1ccccc1)C(N)=O)NC(=O)OCc1ccccc1 (configuration not stated)
→ 115	99	118	105	117	108	96	101	96

Continuation:
Below each SMILES: HCC-2998	U251	DU-145	SNB-19	SF-539	SF-295	PC-3	SF-268	SNB-75
31	COc1cc(/C=N/NC(=S)NNC(=S)NC2CC2)cc(OC)c1OC
→ 109	99	106	96	95	100	96	100	88
32	CC1=CC(=O)c2cccc(NC3=NCCO3)c21
→ 104	100	108	104	96	95	89	100	85
33	Clc1cc(Cl)cc(N2N=C(c3cccc(Nc4ccncc4)c3)CC2c2ccc(Br)cc2)c1 (configuration not stated)
→ -40*	-30*	35	86	77	37	33	77	78
34	O=Nc1nc2ncccn2c1-c1ccccc1
→ 102	93	90	105	106	124	83	99	103
35	C=C(C)[C@@H]1CC[C@]2(C)[C@H](C(=O)C=C3[C@@H]4C[C@](C)(C(=O)N5CCN(C)CC5)CC[C@]4(C)CC[C@]32C)[C@@]1(C)CCC#N
→ -94*[100 µM]	-77*[100 µM]	-52*[100 µM]	-96*[100 µM]	-92*[100 µM]	-88*[100 µM]	-66*[100 µM]	-76*[100 µM]	-92*[100 µM]
36	O=C1NCCNC1C1C(=O)Nc2ccccc21 (configuration not stated)
→ 108	.	116	99	104	106	100	101	75
37	C=C(C)C(=O)N1CCN(C(=O)C(=C)C)c2ccccc21
→ 102	94	116	.	106	78	85	101	87
38	CSc1nc2sc3cc(Cl)c(Cl)cc3n2c(=O)c1C#N
→ 108	93	109	94	96	111	98	102	64
39	C=CCS(=O)(=O)CC=C
→ 96	85	111	102	99	107	98	93	.
40	CC(Cc1ccccc1)c1ccccc1 (configuration not stated)
→ 98	105	113	103	106	.	114	104	100
41	CNc1ccc2[nH]c3ccccc3c2c1
→ 119	95	113	96	98	98	85	99	86
42	CC(C)=CCC[C@](C)(O)[C@H]1CC[C@]2(C)[C@@H]1CC[C@@H]1[C@@]3(C)C/C(=C/c4ccc(Br)cc4)C(=O)C(C)(C)[C@@H]3CC[C@]12C
→ 92	87	86	95	99	101	70	93	-50*
43	CC(=O)n1nc(C(=O)OCCC(C)C)c2ccccc21
→ 103	108	115	105	99	96	96	100	96
44	CC(Nc1ncnc2ccc(-c3ccc4oc(N)nc4c3)cc12)c1ccccc1 (configuration not stated)
→ 42	-23*	14	20	-89*	-17*	34	36	-83*
45	COc1cc(NN=C(c2ccc(O)cc2)c2ccc(O)cc2)c([N+](=O)[O-])cc1[N+](=O)[O-]
→ 2.6*	40	91	-4.7*	5.6*	112	73	72	98

One compound at a time, as listed above.
COc1cc(/C=N/NC(=S)NNC(=S)NC2CC2)cc(OC)c1OC in the list: HCC-2998 = 109; U251 = 99; DU-145 = 106; SNB-19 = 96; SF-539 = 95; SF-295 = 100; PC-3 = 96; SF-268 = 100; SNB-75 = 88
C=CCS(=O)(=O)CC=C in the list: HCC-2998 = 96; U251 = 85; DU-145 = 111; SNB-19 = 102; SF-539 = 99; SF-295 = 107; PC-3 = 98; SF-268 = 93; SNB-75 = .

New compounds follow
Below each SMILES: HCC-2998	U251	DU-145	SNB-19	SF-539	SF-295	PC-3	SF-268	SNB-75
46	Cc1ccc(-c2c3c(C)nn(-c4ccccc4)c3nc3nc[nH]c(=O)c23)cc1
→ 101	.	114	105	91	93	84	115	81
47	O=C1N/C(=N\c2ncn[nH]2)S/C1=C\c1cccc([N+](=O)[O-])c1
→ 92	60	86	68	85	72	61	69	75
48	O=C(Nc1ccc(C2=NCCN2)cc1)c1ccc(Cl)c(C(=O)Nc2ccc(C3=NCCN3)cc2)c1
→ 96	102	116	100	102	95	105	113	86
49	CCOC(=O)/C(C#N)=C1/C(=O)Nc2ccccc21
→ 109	113	123	104	100	113	94	122	.
50	COc1ccc(NCc2cn(-c3ccc(C(=O)O)cc3)nc2-c2ccc(F)cc2)cc1
→ 111	108	108	95	101	100	101	104	56
51	COc1ccc([C@H]2c3[nH]c4ccccc4c3C[C@H]3C(=O)N(C4CCN(Cc5c(Cl)cccc5Cl)CC4)CC(=O)N23)c(OC)c1
→ 113	96	110	96	101	106	73	86	99
52	O=C(O)CN1C(=O)c2ccccc2C1=O
→ 99&89	106&98	103&98	97&93	97&94	96&94	106	95&93	88&83
53	COc1ccc(-c2cc(-c3ccc(OC)c(OC)c3)nc(SCCCCCCC(=O)O)n2)cc1
→ 112	104	112	101	109	102	96	100	103
54	Cc1ccc(-c2c(C#N)c(N)nc3c2CCCC3C)cc1 (configuration not stated)
→ 114	90	87	83	92	98	87	99	89
55	COc1ccc(-c2ccc(NNC(=O)c3ccc(F)cc3)nn2)cc1OC
→ 91	77	66	68	66	85	74	58	8.2*
56	COc1cc2oc(-c3cccc(NC(=O)c4cc(N)ccc4Cl)c3)cc(=O)c2c(OC)c1OC
→ 101	101	100	100	95	91	98	98	101
57	Cc1ccc(S(=O)(=O)OC[C@]23CCC(C)(C)C[C@H]2[C@@H]2NCC[C@@H]4[C@@]5(C)CCCNC(C)(C)[C@@H]5CC[C@@]4(C)[C@]2(C)CC3)cc1
→ 113	91	95	92	93	88	57	92	77
58	CSC1=Nc2c(c(C)c(-c3ccccc3)n2CCCC(=O)O)C2=NC(=O)C[C@H](C)N12
→ 104	103	115	101	85	106	98	110	80
59	CCOC(=O)c1ccc2c(c1)nc(NC(=O)c1ccncc1)n2CCCOC(C)C
→ 92	28	101	51	98	91	.	70	92
60	Cc1ccc2nc(/C=C/c3ccc(N(C)C)cc3)cc(C)c2c1
→ 64	26	47	26	9.3*	13	39	37	14

Ordered by heavy-atom count (low to high): three of the compounds above.
Below each SMILES: HCC-2998	U251	DU-145	SNB-19	SF-539	SF-295	PC-3	SF-268	SNB-75
60	Cc1ccc2nc(/C=C/c3ccc(N(C)C)cc3)cc(C)c2c1
→ 64	26	47	26	9.3*	13	39	37	14
46	Cc1ccc(-c2c3c(C)nn(-c4ccccc4)c3nc3nc[nH]c(=O)c23)cc1
→ 101	.	114	105	91	93	84	115	81
56	COc1cc2oc(-c3cccc(NC(=O)c4cc(N)ccc4Cl)c3)cc(=O)c2c(OC)c1OC
→ 101	101	100	100	95	91	98	98	101

The list continues.
Below each SMILES: HCC-2998	U251	DU-145	SNB-19	SF-539	SF-295	PC-3	SF-268	SNB-75
61	CSc1nc(N)c2[nH]c(-c3cc4ccccc4[nH]c3=O)nc2n1
→ 95	85	73	109	102	99	79	78	113
62	Cc1ccc(/C=C/CC(=O)Nc2ccc(C(=O)Nc3ccc(F)cc3N)cc2)cn1
→ 65	61	54	74	56	70	53	60	75
63	CN1CCC(OC2c3ccccc3CCc3ccccc32)CC1
→ .	93	107	99	102	89	78	89	66
64	CCOc1ccc(-c2nc3ccc(-c4nc5ccc(N6CCN(CCN(C)C)CC6)cc5[nH]4)cc3[nH]2)cc1
→ 106	.	110	131	97	106	101	92	80
65	COc1ccc(-c2[nH]c3ncc(-c4ccc(Cl)cc4)n3c(=O)c2C#N)cc1
→ 103	97	109	95	100	100	100	99	95
66	Nc1cccc(N2N=C(C(=O)O)CC2=O)c1
→ 102	109	100	105	98	101	90	103	94
67	CC(C)(O)Cc1ccccc1Cl
→ 91	96	109	101	94	99	98	103	92
68	O=C1CC(c2ccccc2O)Oc2ccccc21 (configuration not stated)
→ 120	103	112	102	102	102	95	97	101
69	NNC(=O)c1ccccc1[N+](=O)[O-]
→ 104	85	108	108	92	99	95	108	99
70	COc1ccc(C2C=C(C)N=C3SC=C(C)N32)cc1OC (configuration not stated)
→ 111	100	111	104	98	101	94	109	103
